All columns: NCI-60 one-dose screen, growth in % after 48 h at 10 µM unless noted; 100 = growth as untreated, 0 = no growth, -100 = all killed.
HCT-15: HCT-15 colon cancer; actives 5.2% (n = 82,000)
HCT-116: HCT-116 colon cancer. actives 7.3% (n = 82,000). AID 1794798
NCI/ADR-RES: NCI/ADR-RES ovarian cells. actives 4.4% (n = 81,000)
NCI-H322M: NCI-H322M lung cancer | AID 1794733 | actives 2.7% (n = 80,000)
NCI-H460: NCI-H460 lung cancer. actives 6.8% (n = 82,000). AID 1794736
NCI-H226: NCI-H226 lung cancer. actives 3.5% (n = 79,000). AID 1794732
NCI-H23: NCI-H23 lung cancer; actives 4% (n = 80,000); AID 1794731
COLO 205: COLO 205 colon cancer; actives 7.3% (n = 79,000)
NCI-H522: NCI-H522 lung cancer; actives 8% (n = 78,000); AID 1794739
Starred values were filed as active, the others as inactive; / = not tested or not shown; & = joins results of further samples. The calls were made as follows: active = growth percent below 10; inactive = the rest.

SMILES	HCT-15	HCT-116	NCI/ADR-RES	NCI-H322M	NCI-H460	NCI-H226	NCI-H23	COLO 205	NCI-H522
Cc1c(C(=O)C(SC(=S)N2CCN(C(=O)OC(C)(C)C)CC2)SC(=S)N2CCN(C(=O)OC(C)(C)C)CC2)nnn1-c1ccc(Cl)cc1	100	97	107	107	101	99	103	110	71
NC(Cc1ccccc1[N+](=O)[O-])C(=O)O (stereo unspecified)	109	91	108	108	100	103	107	105	81
Cc1cc(C)c(O)c(CN(C)Cc2cc(Cl)cc(Cl)c2O)c1	40&35	19&14	23&25	59&42	27&32	91&97	50&55	105&101	50&60
COc1ccc(-n2sc(=O)n(Cc3ccc(CNC(=O)C(C)c4ccc(CC(C)C)cc4)cc3)c2=O)cc1 (stereo unspecified)	98	94	97	96	101	98	102	120	92
Cc1ccc(S(=O)(=O)Nc2ccc(-c3cc(-c4cccc(F)c4)c(C#N)c(=O)[nH]3)cc2)cc1	58	8.6*	91	90	98	80	88	115	87
O=C(CCl)N1CCN(C/C=C/c2ccccc2)CC1	86	68	105	109	98	80	101	108	-80*
Ic1cccc2ccccc12	102	105	102	108	100	107	101	111	106
CN(C)C(=S)SCN1C(=O)c2ccccc2C1=O	97	99	97	103	92	105	93	80	62
O=C1c2c(Cl)ccc([N+](=O)[O-])c2C(=O)c2c(Cl)ccc([N+](=O)[O-])c21	82	97	92	99	112	103	88	88	79
CC1(C)c2ccccc2C(=O)C1Cc1ccccc1 (stereo unspecified)	102	100	109	107	111	109	98	97	88
CC(=O)Nc1ccc(Oc2ncnc3sc(C)c(C)c23)c(CN2CCCCC2)c1	105	101	104	107	102	/	100	/	93
COc1ccc2c(c1)oc1c(C)c3c(c(C)c12)C(=O)N(CCN1CCOCC1)C3=O	102	83	104	91	101	96	101	109	30
Cc1ccc(N=Nc2c(N)nn3c(-c4cc5ccccc5oc4=O)ccnc23)cc1	41	11	27	52	50	33	28	6.3*	65
COc1cc2oc(C(=O)N[C@@H](Cc3ccccc3)C(O)C(N)=O)c(C)c(=O)c2cc1OC (stereo partly specified)	108	111	112	105	109	104	114	111	101
COC(=O)c1ccc(=O)oc1	98	98	97	106	110	101	93	119	100
CCCCCCCCCCCCCCCCCN	104	102	115	110	102	111	106	100	101
O=C(/C=C/c1cccc(Oc2ccccc2)c1)c1ccc(Nc2nc(Nc3ccc(F)cc3)nc(Nc3ccc(Cl)cc3)n2)cc1	109	95	97	94	108	113	77	103	109
C#C[C@]1(O)CC[C@H]2[C@@H]3CC=C4c5sc(C6CC6)nc5CC[C@]4(C)[C@H]3CC[C@@]21C	50	71	85	84	82	95	86	119	82
CC(=O)c1ccc(Nc2ccnc(SCC(=O)c3ccc(Cl)cc3)n2)cc1	85	92	54	98	92	79	87	95	71
O=C(c1ccccc1)C(c1c[nH]c2ccccc12)c1c[nH]c2ccccc12	13	20	47	97	30	42	/	58	36
CC1(C)CCC[C@]23C(=O)O[C@](O)(C(=O)C4=C[C@@](C)(/C=C/CCCc5ccc6ccc7cccc8ccc5c6c78)CC[C@@]42O)[C@@H]13	-69*	-92*	-19*	-99*	-74*	-70*	-61*	-72*	-63*
Oc1[nH]c2ccc(Cl)cc2c1N=Nc1nc(N=Nc2c(O)[nH]c3ccc(Cl)cc23)nc(N2CCCCC2)n1	88	24	101	59	78	63	27	67	45
CSc1nn2c(=O)c3c4c(sc3nc2n1-c1ccc(C)cc1)CN(C)CC4	100	93	102	/	104	96	96	112	86
COC(=O)c1ccc(O)c([N+](=O)[O-])c1	100	97	106	93	102	107	103	100	100
COC(=O)CNC(=O)c1cccc(-c2cc(=O)c3c(OC)c(OC)c(OC)cc3o2)c1	96	101	100	85	99	96	98	114	100
O=c1[nH]cnc(O)c1[N+](=O)[O-]	110	114	109	119	98	104	108	113	92
COc1ccc(/C=C/C(=O)NCCO)cc1	98	101	104	98	103	98	97	112	82
O=C(CCl)n1c(-c2ccccc2)nc2ccccc21	96	91	98	98	99	88	90	104	93
COc1cc(OC)c(OC)cc1/C=C/C(=O)c1ccc(B(O)O)cc1	67	65	91	/	65	85	78	97	72
Cn1c(=O)c(C#N)c(-c2ccco2)n2c(SCc3ccccc3)nnc12	107	101	101	121	100	107	100	123	91
COC(=O)CC(C)Cc1ccc(OC)c(OC)c1 (stereo unspecified)	115	97	104	101	108	101	99	98	88
CC(=O)O[C@H]1C[C@H](n2cc(F)c(N)nc2=O)O[C@]1(C)CO[Si](c1ccccc1)(c1ccccc1)C(C)(C)C	41	46	59	82	54	71	67	69	46
O=C(Nc1ccc(Cl)c(Cl)c1)Nc1n[nH]c(-c2ccccc2)n1	107	96	105	109	94	89	95	110	90
CCOC(=O)c1ccc(NCc2ccncc2)cc1	104	88	101	98	100	/	97	94	76
CC1=C2[C@@H](CC1)[C@]1(C)O[C@@](C(C)C)(C[C@H]1OC(=O)CO)[C@H]2OC(=O)CCCc1ccccc1	66	69	45	90	68	61	81	55	45
CCN(CC)CCN(C(=O)OCCOC(=O)N(CCN(CC)CC)c1cccc2sc3ccccc3c(=O)c12)c1cccc2sc3ccccc3c(=O)c12	98	96	91	102	101	87	98	103	86
CCCCn1ccnc1	100	112	106	102	112	109	106	104	112
COc1cc2[nH]c(C(=O)c3cc(OC)c(OC)c(OC)c3)c(N)c2cc1C#CC1CC1	23	19	28	53	13	50	50	8.5*	-4.2*
Cc1ccc(C(=O)NCCCNc2nc(Nc3ccc(N4CCN(C)CC4)cc3)nc3ccsc23)cc1	2.1*	9.3*	47	64	49	69	53	33	73
COc1cc2cc(Oc3ccc(NC(=O)c4ccc(Cl)c(C(F)(F)F)c4)cc3)c(C)nc2cc1OC	27	8.4*	14	/	20	26	13	33	20
O=[N+]([O-])c1ncccc1O	107	104	108	103	99	98	102	108	106
Cc1ccc2[nH]c(=O)c(=O)[nH]c2c1	109	79	109	87	108	104	101	102	79
O=C1Nc2ccc(Cl)cc2C12Oc1ccccc1C1CC(c3ccc(F)cc3)=NN12 (stereo unspecified)	87	94	89	96	96	84	81	111	82
COc1ccc(C(=O)C2C(C#N)C(C#N)C3C=Cc4ccccc4N32)cc1 (stereo unspecified)	17	16	-7.8*	54	19	78	38	-5.5*	0.2*
CCCCOC(=O)C=O	98	102	111	100	102	90	103	113	102
O=C1OCC(CO)O1 (stereo unspecified)	98	106	101	99	103	96	101	117	71
CC(C)(C(N)=O)N1CCN(c2ccc(Cl)cc2)CC1	109	90	97	183	106	91	91	103	38
CCOC(=O)Nc1c(N)n(C)c(=O)n(C)c1=O	108	103	106	112	113	100	102	106	94
COc1cc2c(c(O)c1OC)-c1c(cc(OC)c(OC)c1OC)C[C@@H](C)[C@@H](C)C2	103	97	99	90	101	106	92	110	93
COc1ccc(Cc2ccc(OC)cc2)cc1	103	88	103	94	96	92	98	99	102
Following part:
SMILES	HCT-15	HCT-116	NCI/ADR-RES	NCI-H322M	NCI-H460	NCI-H226	NCI-H23	COLO 205	NCI-H522
COc1ccc(/C=C/C(=O)c2ccc([N+](=O)[O-])cc2)cc1	104	99	106	102	110	102	104	114	84
COc1c2c(cc(O)c1C(C)=O)OC(C)(C)C=C2	107	107	110	121	114	104	100	102	/
CCOc1cc(-c2nc3ccccc3s2)ccc1O	89	98	98	115	102	98	86	136	72
C=C[Si](OC(C)=O)(OC(C)=O)OC(C)=O	103	100	104	88	103	111	106	107	89
CCCCN(CC(O)CNc1cc(OC)cc2cccnc12)C(C)CC (stereo unspecified)	89	72	81	105	81	97	76	80	92
CC(=O)Nc1ccc(-c2cc3c(NCC4CCCCC4)ncnc3s2)cc1	90	95	93	97	97	87	83	110	76
O=C1/C(=C/c2cccc([N+](=O)[O-])c2)Oc2ccc(O)c(O)c21	68	96	102	97	96	97	93	112	76
CC(OC(=O)OCCOCCOC(=O)OC(C)C(=O)OC1CCCCC1)C(=O)OC1CCCCC1 (stereo unspecified)	95	91	93	122	91	103	94	115	93
Cc1[nH]c2ccc(F)cc2c1CCNC(=O)C1CCN(C(=O)c2ccc(-c3ccccc3)cc2)CC1	35	33	50	87	51	57	45	37	42
Cc1c(-c2ccccc2)[nH]c2ccccc12	106	113	105	108	104	95	103	115	86

A draw from above in order of length of the SMILES, rising:
SMILES	HCT-15	HCT-116	NCI/ADR-RES	NCI-H322M	NCI-H460	NCI-H226	NCI-H23	COLO 205	NCI-H522
Cc1c(-c2ccccc2)[nH]c2ccccc12	106	113	105	108	104	95	103	115	86
COc1c2c(cc(O)c1C(C)=O)OC(C)(C)C=C2	107	107	110	121	114	104	100	102	/
CCCCN(CC(O)CNc1cc(OC)cc2cccnc12)C(C)CC (stereo unspecified)	89	72	81	105	81	97	76	80	92
CC(=O)Nc1ccc(-c2cc3c(NCC4CCCCC4)ncnc3s2)cc1	90	95	93	97	97	87	83	110	76
O=C1/C(=C/c2cccc([N+](=O)[O-])c2)Oc2ccc(O)c(O)c21	68	96	102	97	96	97	93	112	76

(listing goes on)
SMILES	HCT-15	HCT-116	NCI/ADR-RES	NCI-H322M	NCI-H460	NCI-H226	NCI-H23	COLO 205	NCI-H522
O=C1/C(=C/c2ccccc2Br)COc2ccc(O)cc21	41	19	47	94	95	100	93	100	31
c1ccc2cc(C3OCC4(CCCC4)CO3)ccc2c1	98	94	106	96	106	104	102	110	92
CCCCCCCCCc1ccc(OC(=O)C(C)C)cc1	99	109	102	102	100	98	91	107	118
NS(=O)(=O)c1cccc(N/C=C/C(=O)c2ccc(Cl)cc2)c1	90	102	100	96	99	95	100	118	95
O=C(O[C@@H]1Cc2c(O)cc(O)cc2O[C@@H]1c1cc(O)c(O)c(O)c1)c1cc(O)c2c(c1)OCO2	104	86	97	107	105	93	93	104	83
CCOC(=O)c1nc2c3ccccc3ccn2c1C(=O)OC	97	98	102	96	103	97	97	104	91
CC(C)c1ccc(Nc2ccc3c(OCCCN4CCN(C)CC4)cccc3n2)cc1	-36*	19	82	83	52	84	71	-65*	83
COC(=O)C/C(=C\c1ccc2c(c1)OCO2)C(=O)OC	98	98	99	96	108	104	94	111	94
CC(C)C(=O)Nc1n[nH]c2cc(-c3cccc(NS(=O)(=O)C4CC4)c3)ccc12	84	53	98	96	84	60	54	85	41
C=C1CCC2C(C)(COC(C)=O)C(OC(C)=O)CCC2(C)C1/C=C/C1=CCOC1=O (stereo unspecified)	98	90	91	108	101	95	96	140	74
C[C@H]1[C@H](C)CC[C@]2(CO)CC[C@]3(C)C(=CC[C@@H]4[C@@]5(C)CCCNC(C)(C)[C@@H]5CC[C@]43C)[C@H]12	6.8*	-95*	18	-18*	-83*	-99*	36	-78*	-78*
Nc1c(C(=O)Nc2ccccc2)sc2nc3c(cc12)CNCC3	93	89	87	79	98	82	77	99	83
CC1(C)OC(=O)C(c2ccsc2)C(=O)O1	109	92	98	102	113	105	95	/	83
O=C1OCC2=C1C(c1cccc(Br)c1)c1cc3c(cc1N2CCO)CCC3 (stereo unspecified)	8.3*	6.1*	-5.4*	37	-6.9*	-16*	21	-29*	-31*
CCOCCOC(=O)c1ccccc1C(=O)c1ccccc1	108	110	107	101	106	104	104	107	101
O=C(/C=C/C12c3ccccc3C(c3ccccc31)C1C(=O)N(c3ccccc3)C(=O)C12)c1ccc(Cl)cc1 (stereo unspecified)	-0.5*	-18*	18	35	-17*	-10.0*	17	/	10
C[C@]12CC[C@@H]3c4ccc(OS(=O)(=O)O)cc4CC[C@H]3[C@@H]1CC[C@@H]2NS(=O)(=O)c1cccc(Br)c1	53	49	60	75	66	64	72	60	42
COc1ccc(C2=Nn3c(N=Nc4c(O)n(Cc5ccccc5)c5ccc(Cl)cc45)nnc3SC2)cc1	57	54	88	78	49	/	84	101	65
Cn1c(=O)[nH]c2nc(SC/C(=N/O)c3ccc([N+](=O)[O-])cc3)[nH]c2c1=O	98	106	105	102	101	98	102	111	100
COCCN(C(=O)Cc1cccs1)C(C(=O)NCc1ccc(OC)cc1)c1ccc(C(C)C)cc1 (stereo unspecified)	96	69	74	92	78	/	86	104	81

Complete entries as entered above. Values in the order: HCT-15	HCT-116	NCI/ADR-RES	NCI-H322M	NCI-H460	NCI-H226	NCI-H23	COLO 205	NCI-H522
Cc1ccc2[nH]c(=O)c(=O)[nH]c2c1 reads 109	79	109	87	108	104	101	102	79
COc1ccc2c(c1)oc1c(C)c3c(c(C)c12)C(=O)N(CCN1CCOCC1)C3=O reads 102	83	104	91	101	96	101	109	30
COc1ccc(C2=Nn3c(N=Nc4c(O)n(Cc5ccccc5)c5ccc(Cl)cc45)nnc3SC2)cc1 reads 57	54	88	78	49	/	84	101	65
O=C(c1ccccc1)C(c1c[nH]c2ccccc12)c1c[nH]c2ccccc12 reads 13	20	47	97	30	42	/	58	36
O=C(Nc1ccc(Cl)c(Cl)c1)Nc1n[nH]c(-c2ccccc2)n1 reads 107	96	105	109	94	89	95	110	90

Continued:
SMILES	HCT-15	HCT-116	NCI/ADR-RES	NCI-H322M	NCI-H460	NCI-H226	NCI-H23	COLO 205	NCI-H522
O=C1OC(c2ccccc2)(c2ccccc2)c2ccsc21	95	103	115	91	99	/	113	121	93
O=C(Nc1cc(C(F)(F)F)cc(C(F)(F)F)c1)Nc1cc(F)c(F)cc1C(=O)O	84	85	91	103	99	94	98	108	94
O=c1cc(-c2ccccc2)nc(SCc2nc3cc(Cl)c(Cl)cc3[nH]2)[nH]1	98	97	97	91	111	101	91	108	85
COc1cccc(/C=C/C(=N/O)c2cc3ccccc3oc2=O)c1OC	94	97	111	103	102	96	96	120	77
O=C(Cn1nnc2ccccc21)N/N=C/c1ccco1	102	99	93	92	104	87	97	107	96
O=C(O)C1CC2C=CC1C2 (stereo unspecified)	99&97	100&102	105&99	99&88	106&111	98&103	105&96	108&107	103&86
CC(C)(C)N1Oc2cncc(Br)c2C1c1ccccc1 (stereo unspecified)	99	97	113	/	113	/	108	112	96
